Bioassay records (PubChem BioAssay)
FLuc counter – firefly luciferase modulation, counter-screen for miR-21 project; P08659; purified FLuc, Km substrates, luminescence inhibition; Potency, µM (doses to about 57.5 µM), for inactives: at the highest dose activity change, negative = inhibition, actives largely listed as inhibitors; actives 6.9% (n = 360,000); AID 588342; active = well fitted inhibition curve with a large enough effect; inconclusive = small, poorly fitted or top-dose-only effect;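 also: plate controls were vehicle for no effect and reference inhibitor for full effect; nearly all actives have a fitted effect of over 55% in size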
Target sequence (P08659 whole entry, looked up): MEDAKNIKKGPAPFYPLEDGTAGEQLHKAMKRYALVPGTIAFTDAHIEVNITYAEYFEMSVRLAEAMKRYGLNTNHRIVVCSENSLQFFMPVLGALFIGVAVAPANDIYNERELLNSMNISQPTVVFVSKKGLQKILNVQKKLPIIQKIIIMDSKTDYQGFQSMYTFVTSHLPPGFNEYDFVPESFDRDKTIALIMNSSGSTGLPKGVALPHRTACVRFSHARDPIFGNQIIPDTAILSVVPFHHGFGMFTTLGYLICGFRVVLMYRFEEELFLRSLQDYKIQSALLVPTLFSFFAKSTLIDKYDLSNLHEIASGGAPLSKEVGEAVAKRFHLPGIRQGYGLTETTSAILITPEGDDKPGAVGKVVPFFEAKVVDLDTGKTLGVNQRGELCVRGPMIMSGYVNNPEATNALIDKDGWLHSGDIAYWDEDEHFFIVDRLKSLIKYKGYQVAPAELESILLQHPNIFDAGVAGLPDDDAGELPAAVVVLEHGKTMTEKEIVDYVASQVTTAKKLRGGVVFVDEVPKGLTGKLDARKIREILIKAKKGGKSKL
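Biochemical qHTS of compounds, final roughly 60 µM downward over six points, against 10 nM purified firefly luciferase using Km concentrations of substrates (10 uM D-luciferin, 10 uM ATP) in Tris acetate pH 7.5 buffer; luminescence output.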
* = called active by the depositor; ? = inconclusive. Potency is read from the fitted curve at half-maximal effect. Some of the compounds tested. The share of hits here may be higher or lower than overall.

#	SMILES	FLuc counter
1	Cc1ccc(NC(=O)Nc2nnc(N(CC(C)C)CC(C)C)s2)cc1Cl	-17.2%
2	COc1ccc2c(c1)c1c(c(=O)n(-c3ccc(OC)c(OC)c3)c(=O)n1CC(=O)N1CCCC1)n2C	-5.2%
3	COc1ccc(C)cc1NC(=O)NCCn1nnc2cc(S(=O)(=O)N(C)C)ccc21	-6.7%
4	CC(C)c1ccc(NC(=O)C2(C)Cc3ccccc3C(=O)O2)cc1 (centres undefined)	-15.6%
5	Cc1cc(C)cc(NC(=O)N2CCN(C)c3ncccc32)c1	0.5%
6	COc1cc(NC(=O)c2nn(C)c3c2COc2ccccc2-3)cc(OC)c1OC	-0.1%
7	COC(=O)c1c(-c2ccc(Cl)cc2)noc1N1CCN(c2ccc(F)cc2)CC1	0.1%
8	COc1ccc(Cn2ccc3nc(C)c(C(=O)N4CCN(c5ccc(F)cc5)CC4)cc3c2=O)cc1	5.1%
9	CCCN(Cc1cccs1)C(=O)Nc1cc(Cl)ccc1C	-0.9%
10	CCOc1cc(C2c3c(oc4cc(C)cc(C)c4c3=O)C(=O)N2CCO)ccc1O (centres undefined)	-0.1%
11	CCCCCN1C(C(=O)c2ccccc2)=C(NC(C)=O)c2ccccc2S1(=O)=O	-13.0%
12	CCOC(=O)N1CCc2c(sc(NCc3ccc(OC)c(Br)c3)c2C(=O)Nc2cc(OC)ccc2OC)C1	-6.7%
13	O=C(C1CC1)N1CCc2cc(Br)cc(S(=O)(=O)N3CCN(c4ccccc4)CC3)c21	4.2%
14	Cc1nc2nc(SCC(=O)NCCc3ccccc3)nn2c(C)c1Cc1c(F)cccc1Cl	-12.9%
15	COc1ccc(-c2nc3ccccc3s2)cc1NC(=O)c1cccc([N+](=O)[O-])c1C	3.38µM*
16	COc1ccccc1CNc1nc2c(S(=O)(=O)c3ccc(C)c(C)c3)nnn2c2ccc(Cl)cc12	-2.1%
17	O=C(Cn1c(-c2cccs2)cc2ccccc21)NCCCN1CCN(c2cccc(Cl)c2)CC1	0.6%
18	CCOC(=O)C1CCCN(C(=O)c2cccc(NC(=O)c3nsc4ccccc34)c2)C1 (centres undefined)	9.53µM*
19	CC(=O)c1ccc(NC(=O)c2cccc(NC(=O)N3CCSc4ncccc43)c2)cc1	3.9%
20	CCOc1ccc(C2C(=O)N(C3CCCCCC3)CC(=O)N2Cc2ccccc2)cc1OC (centres undefined)	-1.1%
21	CC(=O)c1cccc(NC(=O)CCc2c(C)nc3c(-c4ccc(F)cc4)c(C)nn3c2C)c1	-2.9%
22	O=C(NC1CC(=O)N(c2ccc(F)cc2)C1)c1ccc(S(=O)(=O)N2CCOCC2)cc1 (centres undefined)	4.9%
23	COc1ccccc1CNC(=O)C1CCN(c2nn3c(=O)cc(C)nc3s2)CC1	-8.3%
24	COc1ccc(C)cc1NC(=O)C1CCN(S(=O)(=O)c2cc(Br)cc3c2N(C(C)=O)CC3)CC1	-14.8%
25	CSc1nn(Cc2ccccc2C)c(NC(C)=O)c1S(=O)(=O)c1ccc(C)cc1	2.1%
26	Cc1ccc(C)c(NC(=O)Cn2c(=O)n(Cc3ccccc3)c(=O)c3oc4ccccc4c32)c1	0.3%
27	COc1ccc(Cl)cc1-n1nnc(-c2nc(-c3ccccc3)no2)c1C	15.1µM*
28	Cc1ccc(NC(=O)Cc2c(C(=O)O)c(C)cn2C)cc1Cl	?
29	COc1ccc(OC)c(NC(=O)Cn2ccc3ccccc3c2=O)c1	0.1%
30	O=C(CCC1N=C2c3ccccc3N=C(SCc3ccccc3F)N2C1=O)NC1CCCCC1 (centres undefined)	-0.4%
31	COc1ccc2c(c1)CC(NC(=O)Nc1cc(Cl)ccc1OC)CO2 (centres undefined)	2.9%
32	CCOc1ccc(NC(=O)c2oc3ccccc3c2NC(=O)C2CCCCC2)cc1	3.4%
33	COc1ccc(N2CCN(Cc3nc4c(c(=O)[nH]c(=O)n4C)n3Cc3ccccc3C)CC2)cc1	2.0%
34	O=c1c2sc3ccccc3c2n(Cc2ccc(F)cc2Cl)c(=O)n1Cc1ccccc1	-0.6%
35	Cc1nc2nc(SCC(=O)NCCc3ccc(Cl)cc3)nn2c(C)c1Cc1ccccc1	-16.5%
36	CCOc1ccc(CNC(=O)c2cc3ccccn3n2)cc1OC	-11.4%
37	COC(=O)c1ccc(NC(=O)N2CCN(Cc3cc(=O)n4nc(-c5ccc(C)cc5)sc4n3)CC2)cc1	-6.3%
38	CCc1c(-c2ccccc2)nc2ccccc2c1C(=O)NCc1ccc(C)cc1	-9.4%
39	CCOC(=O)c1[nH]c(C)c(CCC(=O)Nc2cccc(SC)c2)c1C	-15.6%
40	CCC(NC(=O)Nc1cc(Cl)ccc1OC)c1c(-n2cccc2)sc2c1CCN(C)C2 (centres undefined)	-14.1%
41	O=C(Cn1c(=O)n(-c2ccccc2)c(=O)c2ccc(C(=O)NCc3ccc4c(c3)OCO4)cc21)Nc1ccc(Br)cc1	0.4%
42	CCOC(=O)c1ccc(NC(=O)CCc2c(C)nc3c(c(C)nn3C(C)(C)C)c2C)cc1	-0.6%
43	COc1cc2ccccc2cc1C(=O)Nc1ccc2oc(-c3ccc(Cl)cc3)nc2c1	2.1%
44	Cc1ccc2cccc(NC(=O)c3ccc(-c4cccc(Cl)c4Cl)o3)c2n1	0.0%
45	CCN1CCc2c(sc(-n3cccc3)c2C(C)NC(=O)Nc2cc(Cl)c(OC)cc2OC)C1 (centres undefined)	5.1%
46	CCOc1ccc(C(=O)Nc2ccc(-n3nncc3-c3ccc(OC)cc3)cc2)cc1	-13.1%
47	O=C(c1ccc2c(c1)N(Cc1cccc(Cl)c1)C(=O)c1ccccc1S2(=O)=O)N1CCc2ccccc21	-5.6%
48	Cc1ccc(CNc2nc3ccc(C)cc3n3nnnc23)cc1	-0.2%
49	CCOC(=O)c1ccccc1NC(=O)Cn1ncc2c([nH]c3ccccc32)c1=O	3.6%
50	CCN(CC)CCCNC(=O)c1cn(CC)c2ccc(S(=O)(=O)N3CCC(C)CC3)cc2c1=O	6.0%

Next compounds
#	SMILES	FLuc counter
51	O=C(Nc1c(C(=O)Nc2ccc(F)cc2)oc2ccccc12)c1ccccc1F	?
52	CC(C)Oc1ccc(C(=O)NCC(c2ccc(N(C)C)cc2)N2CCCC2)cc1 (centres undefined)	3.5%
53	Cc1ccc(C(=O)CSc2nc(-c3ccccc3)nc3c2CCCC3)cc1C	-11.7%
54	Cc1ccc(Cn2c(=O)n(CCc3ccc(Cl)cc3)c(=O)c3ccccc32)cc1	-1.2%
55	COc1ccc(-c2ccnc3c2c(=O)n(C)c(=O)n3C)cc1OC	-1.2%
56	CSc1cccc(NS(=O)(=O)c2cn(C)c(C)n2)c1	-2.1%
57	COc1ccc(NC(=O)/C(C#N)=C/c2ccc(C)o2)cc1	2.69µM*
58	CCOc1ccc(CCNC(=O)c2nnc(Cc3ccc(Cl)cc3Cl)o2)cc1OCC	3.5%
59	COc1cccc(C(=O)Nc2ccc(-c3nc4ccc(C)cc4s3)cc2)c1OC	-0.6%
60	Cc1ccccc1CSc1ncc(Cl)c(C(=O)Nc2nc3ccc(F)cc3s2)n1	-8.7%
61	Cc1ccccc1CSc1nc2c([nH]c3ccccc32)c(=O)n1C	-1.8%
62	Cc1ccc2c(c1)N(C(=O)Nc1cccc(C)c1C)CCO2	-12.9%
63	Cc1ccc(NC(=O)C2CCN(c3nnc(C)c4c(C)n(-c5ccccc5)nc34)CC2)c(Cl)c1	5.5%
64	CCc1ccc(-n2c(=O)c3c4c(sc3n(Cc3ccc(F)cc3)c2=O)CCCC4)cc1	-4.9%
65	COc1cc(OC)cc(C(=O)Nc2ccc(S(=O)(=O)N3CCCCC3c3cccnc3)cc2)c1 (centres undefined)	-6.6%
66	Cc1ccc(NC(=O)CSc2nc(-c3ccc(F)cc3)cc(C(F)(F)F)c2C#N)cc1	3.5%
67	CCCc1cc(=O)[nH]c(Nc2ccc(O)cc2C)n1	-0.4%
68	O=C(Nc1cccc(C(F)(F)F)c1)C1CCN(S(=O)(=O)c2cccs2)CC1	-9.6%
69	CCc1ccc(Nc2nc3c(S(=O)(=O)c4ccc(C)cc4)nnn3c3ccsc23)cc1	0.9%
70	CCOC(=O)C1CCN(C(c2ccccc2)c2c(O)cc(C)n(Cc3ccco3)c2=O)CC1 (centres undefined)	-0.3%
71	CCOC(=O)c1[nH]c(C)c(CCC(=O)Nc2cc(Cl)ccc2C)c1C	-6.5%
72	Cc1cc(C)cc(NC(=O)c2cc(S(=O)(=O)N3CCc4ccccc43)cn2C)c1	-6.4%
73	CCOC(=O)C1CCN(c2nc3c(S(=O)(=O)c4ccc(Br)cc4)nnn3c3ccsc23)CC1	3.4%
74	COc1ccc2c(CNCc3cccs3)c(C(=O)O)n(Cc3ccccc3C)c2c1	-3.2%
75	Cc1ccc(CNC(=O)C(C)n2nc(C)n3c(cc4sccc43)c2=O)cc1 (centres undefined)	6.7%
76	COc1ccc(Cl)cc1NC(=O)c1c(NCc2cccnc2)sc2c1CCC(C)C2 (centres undefined)	?
77	COc1cccc(NC(=O)Cc2csc(COc3cccc(C)c3)n2)c1	?
78	Cc1oc2ncn(CC(C)C)c(=O)c2c1C(=O)NCc1cccc(Cl)c1	4.2%
79	COc1ccc(N2CCN(C(=O)c3c(C)oc4ncnc(N5CCCCC5)c34)CC2)cc1	-7.4%
80	COc1ccc(CNc2nc(-c3ccccc3)nn2S(=O)(=O)c2ccccc2)cc1	-3.1%
81	O=C(NCc1cccs1)c1ccc(CSc2nc3cccnc3n2Cc2ccccc2F)cc1	-16.5%
82	O=C(CN1N=C(c2ccc(Cl)cc2)CCC1=O)NCCc1ccccc1	-1.5%
83	COc1ccc(C)cc1Nc1nc2cc(Cl)c(Cl)cc2nc1-n1nc(C)cc1C	-3.9%
84	COc1cccc(N2CCN(C(=O)c3cc4c(s3)-c3c(C)cccc3OC4)CC2)c1	-1.2%
85	O=S(=O)(Nc1ccc(-c2ccc(N3CCCCC3)nn2)cc1)c1ccc(OC(F)(F)F)cc1	21.3µM*
86	CC1CCCN(c2ncnc3c2nnn3C)C1 (centres undefined)	3.8%
87	CC1Cc2cc(S(=O)(=O)CCC(=O)Nc3ccc(OC(F)(F)F)cc3)ccc2N1C(=O)C1CC1 (centres undefined)	1.6%
88	O=C(CSc1nc2sc3c(c2c(=O)[nH]1)CCCC3)Nc1ccccc1F	-14.4%
89	C=CCC(CC=C)(CNC(=O)C(=O)Nc1ccc(C)cc1)c1ccccc1	-9.7%
90	CCOCCCNC(=O)C1CCN(c2cc(C)nc3c(-c4ccc(Cl)cc4)c(C)nn23)CC1	-0.1%
91	CCOC(=O)c1cc2c(=O)n3ccccc3nc2n(CCCOC)c1=NC(=O)c1cc2ccccc2o1	-2.9%
92	COc1ccc2c(c1)Cc1sc(NC(=O)c3cccc(C)c3)nc1-2	?
93	Cc1ccccc1-c1nc2c3c(-c4ccccc4)c(-c4ccccc4)oc3ncn2n1	2.1%
94	COc1ccc(C(CC(=O)Nc2ccc(F)c(Cl)c2)N2Cc3ccccc3C2=O)cc1OC (centres undefined)	?
95	CCOC(=O)Cn1c(=O)n(CC2CCCO2)c2nc(-c3ccccc3)nc(C(N)=O)c21 (centres undefined)	3.4%
96	Cc1c(Cl)cccc1-n1ncc(C(=O)NCc2cccs2)c1C1CCN(C(=O)OC(C)(C)C)CC1	-1.7%
97	CCOC(=O)c1c(C)sc(-c2c(-c3ccccc3)[nH]c3[nH]c(=O)[nH]c(=O)c23)c1O	-19.7%
98	COc1cccc(C(=O)Nc2ccc3nc(SCC(=O)N4CCc5ccccc54)sc3c2)c1	?
99	COc1ccc(-n2c(=O)c3ccccc3n(Cc3ccccc3C)c2=O)c(OC)c1	-6.4%
100	COc1cc(NC(=O)c2nn(-c3ccc(F)cc3)c(=O)n(C)c2=O)cc(OC)c1OC	-3.7%

Fetched one by one from the list above (6):
#	SMILES	FLuc counter
86	CC1CCCN(c2ncnc3c2nnn3C)C1 (centres undefined)	3.8%
89	C=CCC(CC=C)(CNC(=O)C(=O)Nc1ccc(C)cc1)c1ccccc1	-9.7%
91	CCOC(=O)c1cc2c(=O)n3ccccc3nc2n(CCCOC)c1=NC(=O)c1cc2ccccc2o1	-2.9%
95	CCOC(=O)Cn1c(=O)n(CC2CCCO2)c2nc(-c3ccccc3)nc(C(N)=O)c21 (centres undefined)	3.4%
76	COc1ccc(Cl)cc1NC(=O)c1c(NCc2cccnc2)sc2c1CCC(C)C2 (centres undefined)	?
100	COc1cc(NC(=O)c2nn(-c3ccc(F)cc3)c(=O)n(C)c2=O)cc(OC)c1OC	-3.7%

Going on with the list:
#	SMILES	FLuc counter
101	Cc1cccc(-n2c(SCC(=O)Nc3ccccc3Cl)nc3n[nH]c(C)c3c2=N)c1	-4.4%
102	Cn1c(SCc2ccccc2Cl)nc2c([nH]c3ccccc32)c1=O	1.2%
103	O=C(CSc1nc2ccccc2c2nc(-c3ccccc3)nn12)Nc1ccc(F)cc1	2.5%
104	O=S(=O)(c1ccc(F)cc1)N1CCC(n2c(C(F)(F)F)nc3cccnc32)CC1	-9.7%
105	COc1ccc(Cn2c(CCC(=O)Nc3ccc(C)cc3C)nc3cccnc32)cc1	-9.9%
106	Cc1ccccc1OCC(=O)NCC(c1ccc(Cl)cc1)N1CCOCC1 (centres undefined)	-2.8%
107	COc1ccc(CNC(=O)c2cccc(N3CCCS3(=O)=O)c2)cc1	-0.8%
108	COc1ccc(S(=O)(=O)Nc2cccc(-c3ccc(N4CCCC4)nn3)c2)cc1F	13.5µM*
109	COc1ccc(Cc2nc3ccc(C(=O)NCc4ccc(OC)cc4OC)cc3o2)cc1	-1.9%
110	CCN1CCN(C(c2ccc(F)cc2)c2c(O)cc(C)n(CCOC)c2=O)CC1 (centres undefined)	-2.1%
